High-throughput results deposited in PubChem by National Center for Advancing Translational Sciences (NCATS).
GALK inh: qHTS Assay for Inhibitors of Human Galactokinase (GALK) | Potency, µM (highest dose often 57.5 µM), inactives show at the top dose activity change, negative = inhibition, usual class: inhibitors | 270,000 tested, 0.007% active | Purified GALK, Kinase-Glo residual ATP luminescence | AID 1868, 2009; also: potency is read from the fitted curve at half-maximal effect; % is scaled to controls: 0 for no effect and ±100 for the full control effect
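Compounds were pin-transferred into ATP buffer (35 uM final), then GALK plus galactose (5 nM, 100 uM final) was added. After 1 h at room temperature, Kinase-Glo Plus was added and luminescence read after 10 min.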
Giardia killer: Small Molecules that selectively kill Giardia lamblia: qHTS. 340,000 tested, 0.15% active. Giardia lamblia trophozoite viability. activity change, % at 7.66 µM, hits read low. AID 540267, 2011; in the data active = activity change below about -80%; inconclusive = between about -30% and that limit;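 also: parasites exposed to compound for two days anaerobically before the ATP read; % is scaled to controls: 0 for no effect and ±100 for the full control effect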
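Luminescence from cellular ATP indicates surviving trophozoites (100 cells/well) following 48 hrs anaerobic compound treatment at 37 deg C; signal develops 15-30 min at room temperature.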
Tb PFK inh: qHTS Assay to Find Inhibitors of T. brucei phosphofructokinase; ATP-dependent 6-phosphofructokinase (Trypanosoma brucei brucei), O15648; T. brucei PFK, ADP-Glo luminescence; Potency, µM (top dose mostly 57.5 µM), for the others: at the top dose activity, negative = inhibition, most hits filed as inhibitors; 330,000 tested, 0.17% active; AID 485367, 2010;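 also: potency is read from the fitted curve at half-maximal effect; 0% = uninhibited 1x PFK enzyme wells and -100% = no-enzyme wells; nearly all actives have a fitted effect of over 60% in size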
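ADP-Glo luminescence quantified ADP after 45 min at room temperature, with 1.25 nM T. brucei PFK, 0.1 mM ATP and 0.5 mM fructose-6-phosphate in pH 8.0 TEA buffer. qHTS titrations up to 57 µM; curves classified by quality.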
BCR signal inh: qHTS Assay to Find Inhibitors of Chronic Active B-Cell Receptor Signaling; ABC-DLBCL IkBa-CBG/CBR reporter, luminescence ratio, 4 h; Potency, µM (highest dose often 46.1 µM), inactives show top-dose ratio change, negative = lower green/red ratio, most hits filed as inhibitors; 340,000 tested, 0.05% active; active = well fitted inhibition curve with a large enough effect in the signal ratio, with a control signal flat, not every such curve was filed as active; inconclusive = small, poorly fitted or top-dose-only effect, or effect the other way, or a change in a side signal; the % refers to the signal ratio;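 also: potency is read from the fitted curve at half-maximal effect; plate controls were basal doxycycline-induced cells for no effect and cells given 10 µM MG132 for full effect; MG132 reads +100%, hits lower the ratio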
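TMD8 human ABC-DLBCL cells with doxycycline-inducible IκBα–green luciferase fusion and unfused red luciferase, in 0.5% FBS medium; compounds up to 46 uM, 4 h at 37C. Green/red luminescence ratio, filter-overlap corrected, fitted to concentration-response curves.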
TCR act: Activators of T cell receptors: qHTS campaign; AID 504894, 2011; 330,000 tested, under 10 active; Potency, µM (series often up to 9.22 µM), inactives show top-dose activation of IL-2 secretion, most hits filed as activators; primary human leukocytes, anti-CD3, IL-2 HTRF, 48 h; also: % of control where 0% means no effect
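Primary human leukocytes incubated 48 hr with anti-CD3 beads plus compound, without co-stimulation. Secreted IL-2 measured by HTRF (europium cryptate/d2 anti-IL-2 pair, 320 nm excitation, 665 nm emission).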
A-T KAP1 phos: qHTS Assay for Identifying a Potential Treatment of Ataxia-Telangiectasia. […] A-T fibroblasts, KAP-1 phosphorylation AlphaLISA; neocarzinostatin DNA damage 30 min before lysis. AID 485349, 2010. Potency, µM (series often up to 57.5 µM), inactives show top-dose activation, usual class: activators. 320,000 tested, 0.19% active; also: potency is read from the fitted curve at half-maximal effect; % of control where 0% means no effect; nearly all actives have a fitted effect of over 45% in size
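hTERT-immortalized A-T patient fibroblasts ([…]), 500 cells/well in OPTI-MEM, 1% FBS, got compounds for 60 min, then NCS for 30 min at 37C. Lysates were then assayed for phospho-KAP-1 by AlphaLISA (anti-pKAP1 donor, anti-KAP1 acceptor beads), 6 hr at 25C.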
TSHR antag: Antagonists of the Thyroid Stimulating Hormone Receptor: HTS campaign. TSHR-expressing cells, TSH-stimulated cAMP HTRF, 2 h; stronger effect = lower value. 330,000 tested, 0.2% active. Thyrotropin receptor (Homo sapiens), P16473. activity change, negative = inhibition, % at 11.5 µM;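 active = activity change below a set negative limit, meaning inhibition stronger than a set level, cut at about -70% in these data; inconclusive = activity change between two set negative limits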; also: % is scaled to controls: 0 for no effect and ±100 for the full control effect
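Inhibition of cAMP made by TSHR-expressing cells under TSH stimulation (4nM final, EC80; 2 h, 37 deg C) is quantified with a one-step lysis HTRF kit, anti-cAMP cryptate versus cAMP-d2.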
Coupling enz: qHTS Assay for Inhibitors of Fructose-1,6-bisphosphate Aldolase from Giardia Lamblia: Coupling assay counterscreen | coupling enzyme system counterscreen, AmpLite Red fluorescence | activity change, negative = inhibition, % at 58.2 µM, hits read low | 290,000 tested, 0.67% active; in the data active = activity change below about -30%; also: % is scaled to controls: 0 for no effect and ±100 for the full control effect
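Final compound at 57.5 uM, incubated 10 min at RT with coupling enzyme reagent (glyceraldehyde-3-phosphate), then 20 min with substrate and AmpLite Red detection. Fluorescence read at 525/598 nm; tests interference with the coupling assay, not aldolase inhibition.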
KCNH2 WT inh: qHTS for Inhibitors of KCHN2 3.1: Wildtype qHTS. activity change, % at 1.84 µM. U2OS, BacMam KCNH2, thallium flux FluxOr; stronger effect = lower value. AID 720551, 2013. Voltage-gated inwardly rectifying potassium channel KCNH2 (Homo sapiens), Q12809. 340,000 tested, 0.37% active;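 active = maximum activity change below -70%; inconclusive = maximum activity change between -70% and -50%; inactive = maximum activity change above -50%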; also: % is scaled to controls: 0 for no effect and ±100 for the full control effect
Target sequence (Q12809 whole entry, looked up): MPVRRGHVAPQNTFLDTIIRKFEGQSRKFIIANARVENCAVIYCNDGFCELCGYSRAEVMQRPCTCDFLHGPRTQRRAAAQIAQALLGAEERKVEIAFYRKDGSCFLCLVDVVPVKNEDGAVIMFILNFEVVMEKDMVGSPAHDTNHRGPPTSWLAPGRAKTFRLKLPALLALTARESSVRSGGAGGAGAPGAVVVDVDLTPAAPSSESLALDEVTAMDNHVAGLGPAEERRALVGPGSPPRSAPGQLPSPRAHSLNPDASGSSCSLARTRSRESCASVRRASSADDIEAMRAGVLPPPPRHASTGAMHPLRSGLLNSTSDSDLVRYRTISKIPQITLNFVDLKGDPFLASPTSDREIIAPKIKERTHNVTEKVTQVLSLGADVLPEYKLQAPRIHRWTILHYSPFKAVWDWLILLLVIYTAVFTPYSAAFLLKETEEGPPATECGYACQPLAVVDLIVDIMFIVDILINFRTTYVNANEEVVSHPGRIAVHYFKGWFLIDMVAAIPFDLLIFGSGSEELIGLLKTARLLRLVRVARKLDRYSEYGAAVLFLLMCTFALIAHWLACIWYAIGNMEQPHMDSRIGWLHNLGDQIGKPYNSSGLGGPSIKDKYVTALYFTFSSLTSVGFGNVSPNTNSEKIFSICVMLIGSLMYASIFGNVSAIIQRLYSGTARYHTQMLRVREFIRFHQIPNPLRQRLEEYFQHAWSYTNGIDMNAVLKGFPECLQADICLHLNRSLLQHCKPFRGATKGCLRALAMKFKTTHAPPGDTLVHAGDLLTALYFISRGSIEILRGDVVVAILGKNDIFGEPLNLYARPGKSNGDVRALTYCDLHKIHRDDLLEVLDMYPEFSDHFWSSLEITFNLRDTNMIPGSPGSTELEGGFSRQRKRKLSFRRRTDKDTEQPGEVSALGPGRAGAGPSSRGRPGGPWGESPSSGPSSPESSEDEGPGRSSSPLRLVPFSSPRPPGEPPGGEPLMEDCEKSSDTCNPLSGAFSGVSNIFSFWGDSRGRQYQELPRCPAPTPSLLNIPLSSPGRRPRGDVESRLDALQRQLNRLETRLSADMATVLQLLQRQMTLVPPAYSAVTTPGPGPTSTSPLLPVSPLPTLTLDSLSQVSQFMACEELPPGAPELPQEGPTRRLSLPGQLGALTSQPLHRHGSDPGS
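U2OS cells transduced with wild-type KCNH2 virus are loaded with FluxOr dye for 45 min, and thallium flux is measured in kinetic reads before and after stimulation buffer. Rate constants are normalized to DMSO controls.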
MLL CXXC-DNA inh: qHTS Fluorescence Polarization Assay for Inhibitors of MLL CXXC domain - DNA interaction; Histone-lysine N-methyltransferase 2A (Homo sapiens), Q03164; MLL-CXXC / FITC-HOXA9 DNA fluorescence polarization; Potency, µM (series often up to 115 µM), for the others: at the highest dose activity change, negative = inhibition, actives largely listed as inhibitors; 290,000 tested, 0.037% active; active = well fitted inhibition curve with a large enough effect in the polarisation, with a control signal flat, not every such curve was filed as active; inconclusive = small, poorly fitted or top-dose-only effect, or effect the other way, or a change in a side signal; inactive = no such curve, though single readings can be large or run the other way; the % refers to the polarisation; also: potency is read from the fitted curve at half-maximal effect
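Steps: dispense CXXC domain solution (7 uM) → pin compounds or unlabeled HOX-A9 DNA control → 5 min ambient → add FLSN-HOX-A9 solution (50 nM) → spin → 30 min ambient → fluorescence polarization. Tris pH 7.5/NaCl/DTT/BSA buffer.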
* marks the source's active call; other numbers are inactive results; u = inconclusive; x = no result given; & = joins results of further samples; [ ] = another dose, or the depositor's remark. Unless noted, calls follow the shape of the dose curve; as a rule, active = well fitted curve in the direction sought with a large enough effect; inconclusive = small, poorly fitted or top-dose-only effect, or another doubt; inactive = no such curve, though single readings can be large; an effect the other way counts as inactive or inconclusive.

cpd	smiles	TSHR antag	Giardia killer	KCNH2 WT inh	TCR act	GALK inh	Coupling enz	A-T KAP1 phos	Tb PFK inh	MLL CXXC-DNA inh	BCR signal inh
1	CCOP(=O)(OCC)C(NC(C)=O)C(=O)c1ccccc1 (stereo not given)	-3	u	-13	2%	0%	-12	19%	3%	3%	1%
2	COc1ccccc1C(=O)NC(CCSC)C(=O)NCC(c1cccs1)N(C)C (stereo not given)	9	3	0	-6%	x	x	-5%	5%	x	6%
3	O=C(Nc1ccc(C(=O)NCCCN2CCCCC2)cc1)C1=CSCCO1	-9	-26	2	0%	0%	x	11%	-2%	12%	-2%
4	Cc1cc(C)c(-c2c(O)c3c(n(C)c2=O)CC(C)(C)CC3=O)c(C)c1	-4	-8	-7	1%[46.1 µM]	5%	3	2%	4%	5%	4%
5	CCOC(=O)N1CCC(N2C(=O)c3ccc(C(=O)NCc4ccco4)cc3C2=O)CC1	-7	12	-1	-3%[46.1 µM]	-2%	1	3%	3%	-1%	4%
6	O=C(CCCNC(=O)c1ccc(Cl)cc1)Nc1ccc(Br)cc1	-10	-8	2	1%	0%	-1	9%	0%	0%	3%
7	COc1ccc(CCC(=O)N2CCN(S(=O)(=O)c3cccc(C(F)(F)F)c3)CC2)cc1OC	0	-3	0	-4%	x	x	3%	1%	x	0%
8	COc1ccc(-c2cc(CNS(=O)(=O)c3cc(OC)ccc3OC)on2)cc1	5	-7	-28	-5%	4%	1	4%	0%	u	-2%
9	COc1ccc(CNC(=O)CNS(=O)(=O)c2ccc(Cl)cc2)cc1	5	18	3	-2%[46.1 µM]	3%	3	-10%	-2%	3%	-9%
10	COc1ccc(C(CNC(=O)Cc2ccccc2F)N2CCCCC2)cc1 (stereo not given)	22	-14	0	4%	0%	0	7%	-3%	1%	12%
11	COC(=O)c1ccc(N2NC(=O)/C(=C/c3ccc(-c4ccc(Cl)c(C(=O)O)c4)o3)C2=O)cc1	6	-5	-6	1%	-3%	11	0%	11%	u	-5%
12	O=C(CSc1ccc(-c2ccco2)nn1)N1CCCC1	1	3	-9	-2%	3%	1	-4%	-6%	10%	19%
13	COc1cc2c(cc1OC)C(c1ccccc1F)OC(=O)C2 (stereo not given)	10	24	-14	-1%[46.1 µM]	-3%	-2	7%	7%	-1%	u
14	CCCN(CC(=O)Nc1ccc(F)c(F)c1F)CC(=O)Nc1c(C)n(C)n(-c2ccccc2)c1=O	3	-2	28	4%	x	x	-8%	-11%	x	0%
15	COc1cccc(C2C(C(C)=O)=C(O)C(=O)N2CCc2c[nH]c3ccccc23)c1 (stereo not given)	-7	12	-1	2%	-4%	1	-1%	0%	5%	u
16	CC(=O)c1ccc(N2CCN(C(=O)CN(C)S(=O)(=O)c3cnc[nH]3)CC2)cc1	-3	-9	-2	2%	-3%	6	2%	3%	1%	u
17	CSc1nc2ccc(NC(=O)c3ccc(Cl)s3)cc2s1	-3	u	7	-4%	-3%	0	-1%	-5%	21%	8%
18	CCCCC(CCC(=O)O)(C(=O)OCC)c1csc(Nc2ccc(C)cc2)n1 (stereo not given)	-20	-1	0	-6%	1%	-5	7%	1%	-12%	-30%
19	Cc1cc(C)c(C)c(S(=O)(=O)ON2C(=O)c3ccccc3C2=O)c1C	1	9	4	-2%	-3%	x	0%	3%	20%	-3%
20	Cc1ccc(NC(=O)C(C)N=C2NS(=O)(=O)c3ccccc32)cc1 (stereo not given)	-6	8	42	-17%	1%	1	6%	1%	3%	-2%
21	O=C(NCc1ccc(F)cc1)C1CCCN1C(=O)Nc1ccccc1 (stereo not given)	27	-10	21	-1%	-8%	4	1%	-5%	-8%	4%
22	COc1ccccc1-c1nnc(NC(=O)c2ccccc2F)o1	-4	u	2	-3%	1%	-4	1%	5%	-24%	u
23	COc1ccc(C(=O)n2nnc3ccccc32)cc1OC	-6	5	-13	-2%	x	0	15%	-2%	8%	0%
24	COc1ccc(OCC(O)Cn2c(Br)nc3c2c(=O)[nH]c(=O)n3C)cc1 (stereo not given)	-2	-11	-1	-6%	0%	-1	4%	-1%	-6%	u
25	O=C(NCc1ccccn1)C(=O)NCC(c1ccco1)N1CCN(c2ccc(F)cc2)CC1 (stereo not given)	3	-23	-2	-2%	0%	5	-1%	-6%	12%	-4%
26	Cc1cccc(C(=O)NCCN2CCCC2)c1	-1	-6	6	-3%	1%	5	4%	-5%	14%	-18%
27	O=C(CN1C(=O)c2ccccc2S1(=O)=O)NC1CCCC1	12	-16	-19	0%	-1%	0	-3%	0%	19%	-10%
28	CC(C)OC(=O)CSc1nnc(Cc2ccccc2)n1C	-5	11	-15	-8%	4%	5	2%	0%	13%	0%
29	CCc1cccc(CC)c1N(COC)C(=O)Cn1c(CO)nc2ccccc21	0	1	-16	5%	10%	6	1%	-5%	-1%	u
30	COc1ccc(-c2coc3cc(O)ccc3c2=O)cc1	x	u	-3	-1%	x	3&3	x	x	x	x
31	CC(C)c1ccc(NC(=S)NN2CCN(C)CC2)cc1	1	11	3	-4%	-2%	2	-2%	3%	3%	3%
32	Cc1cc(C)nc(NC(=O)c2ccc(Cl)c(Cl)c2)n1	13	-1	-3	6%	1%	2	3%	3%	18%	-7%
33	Cc1ccc(S(=O)(=O)N2C[C@@H]3[C@H]4CC[C@H](C4)[C@@H]3[C@@H](C)[C@@H]2c2ccn([Si](C(C)C)(C(C)C)C(C)C)c2)cc1	-3	4	-3	-15%[46.1 µM]	x	x	15%	0%	x	0%
34	COc1cc(Cl)ccc1OCc1cc(C(=O)N(C)CC2CCCCO2)no1 (stereo not given)	-8	-12	-5	-2%	7%	3	7%	-1%	-1%	5%
35	Cc1cccc(CS(=O)(=O)Cc2ccc(C(=O)O)o2)c1	0	-21	2	1%	1%	4	17%	-4%	4%	3%
36	Cc1cc(Cl)c(S(=O)(=O)Nc2ccc3c(c2)OCCO3)cc1OCC(N)=O	0	5	0	1%	1%	5	3%	-7%	-2%	-1%

Complete entries from above. Order of values: TSHR antag	Giardia killer	KCNH2 WT inh	TCR act	GALK inh	Coupling enz	A-T KAP1 phos	Tb PFK inh	MLL CXXC-DNA inh	BCR signal inh
COc1cc(Cl)ccc1OCc1cc(C(=O)N(C)CC2CCCCO2)no1 (stereo not given) in the list: -8	-12	-5	-2%	7%	3	7%	-1%	-1%	5%
CC(C)c1ccc(NC(=S)NN2CCN(C)CC2)cc1 in the list: 1	11	3	-4%	-2%	2	-2%	3%	3%	3%
Cc1cccc(CS(=O)(=O)Cc2ccc(C(=O)O)o2)c1 in the list: 0	-21	2	1%	1%	4	17%	-4%	4%	3%
Cc1ccc(S(=O)(=O)N2C[C@@H]3[C@H]4CC[C@H](C4)[C@@H]3[C@@H](C)[C@@H]2c2ccn([Si](C(C)C)(C(C)C)C(C)C)c2)cc1 in the list: -3	4	-3	-15%[46.1 µM]	x	x	15%	0%	x	0%
Cc1cc(Cl)c(S(=O)(=O)Nc2ccc3c(c2)OCCO3)cc1OCC(N)=O in the list: 0	5	0	1%	1%	5	3%	-7%	-2%	-1%
